TEAD-YAP inh – TEAD-YAP interaction inhibition. HEK-TIYL cells, TEAD-Gal4/YAP UAS-luciferase luminescence. inhibition, % at 9.12 µM. hit rate 1.4% among 640,000. AID 1259422; in the data active = inhibition above about 32%;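 also: 0% = median of test compound wells and 100% = reference inhibitor wells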
MITF primary – inhibitors of human MITF; AlphaScreen MITF homodimerization, bead proximity signal; inhibition, % at 2.6 µM; AID 1259374; O75030; hit rate 0.91% among 650,000; in the data active = inhibition above about 50%;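 also: 0% = vehicle wells with protein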
Target sequence (O75030 whole entry, looked up): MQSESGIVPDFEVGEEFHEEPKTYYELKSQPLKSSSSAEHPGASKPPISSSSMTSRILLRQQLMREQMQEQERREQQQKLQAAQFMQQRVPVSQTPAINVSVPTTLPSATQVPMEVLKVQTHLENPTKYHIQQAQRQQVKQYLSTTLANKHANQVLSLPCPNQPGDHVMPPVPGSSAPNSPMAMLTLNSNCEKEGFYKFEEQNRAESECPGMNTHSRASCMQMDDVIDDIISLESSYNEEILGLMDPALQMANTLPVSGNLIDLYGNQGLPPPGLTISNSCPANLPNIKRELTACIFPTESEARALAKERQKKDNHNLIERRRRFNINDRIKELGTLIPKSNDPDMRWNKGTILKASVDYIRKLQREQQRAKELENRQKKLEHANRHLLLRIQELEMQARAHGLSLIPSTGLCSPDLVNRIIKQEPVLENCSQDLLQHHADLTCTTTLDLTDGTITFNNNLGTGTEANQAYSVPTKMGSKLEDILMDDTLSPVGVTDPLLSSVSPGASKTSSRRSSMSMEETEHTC
FBW7 act – activators of human E3 ligase FBW7; AlphaScreen FBW7–phospho-cyclin E peptide binding, activator screen; normalized activity (activation), % at 26.1 µM; hit rate 0.13% among 650,000; AID 1259310; in the data active = normalized activity above about 1.9%;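 also: purified mutant Fbw7 with reduced substrate affinity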
GPR151 activ – activates the human receptor GPR151. Q8TDV0. hit rate 1% among 650,000. activation, % at 11.2 µM. PathHunter beta-arrestin GPR151 cells, luminescence; in the data active = activation above about 4.9%;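 also: 0% = median of compound wells and 100% = cells with positive control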
Target sequence (Q8TDV0 whole entry, looked up): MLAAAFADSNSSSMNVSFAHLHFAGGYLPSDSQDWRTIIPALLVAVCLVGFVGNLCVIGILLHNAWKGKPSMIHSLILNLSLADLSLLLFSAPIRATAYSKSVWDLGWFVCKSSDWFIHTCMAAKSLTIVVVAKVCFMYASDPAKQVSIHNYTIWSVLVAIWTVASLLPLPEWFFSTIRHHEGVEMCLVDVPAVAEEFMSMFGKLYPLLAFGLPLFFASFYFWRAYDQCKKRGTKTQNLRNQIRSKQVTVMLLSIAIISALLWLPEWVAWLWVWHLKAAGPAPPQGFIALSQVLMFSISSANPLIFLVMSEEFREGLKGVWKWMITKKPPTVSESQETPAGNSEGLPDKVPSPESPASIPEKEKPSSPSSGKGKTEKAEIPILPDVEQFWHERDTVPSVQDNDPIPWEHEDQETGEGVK
The depositor's hits bear a star.

SMILES	TEAD-YAP inh	MITF primary	FBW7 act	GPR151 activ
CC1C2CC(CC1(C)C)N(C(=O)c1ccc(N3C(=O)CCC3=O)cc1)C2 (configuration not stated)	-3	-10	0.0	-0.3
CCOC(=O)c1ccc(-c2ccc(/C=C(\C#N)C(=O)Nc3ccccc3C(=O)O)o2)cc1	5	-9	-0.2	2.1
COC(=O)C(Cc1ccc(F)cc1)NC(C)=O (configuration not stated)	-3	-2	0.1	1.2
N=c1c2ccccc2nc2n1CCCCC2	0	9	0.9	-2.2
COc1cc(CC2(CCC(=O)N(C)C3CCOC3)CCC(=O)N2)ccc1F (configuration not stated)	-10	11	0.4	-0.1
Cc1ccccc1NC(=O)c1ccccc1C(=O)O	2	7	0.6	0.2
COc1ccccc1C1C2=C(CC(C)(C)CC2=O)NC2=C1C(=O)CC(C)(C)C2	0	22	1.2	-1.7
CCOC(=O)c1ccc(N=Cc2c(O)n(Cc3ccccc3Cl)c(=O)[nH]c2=O)cc1	0	13	-0.1	-0.4
CCC(=O)N1c2ccccc2NC2=C(C(=O)CC(C)(C)C2)C1c1ccc2c(c1)OCO2 (configuration not stated)	-1	-1	0.3	1.6
CC1=C(C(=O)N(C)C)C(c2ccc(C(C)(C)C)cc2)NC(=O)N1 (configuration not stated)	-2	-9	0.0	0.2
COc1ccccc1CNC(=O)c1csc2c1CCCC2	-10	11	0.2	-0.9
COc1ccc(-c2ncc(CN3CCN(CC(C)C)C(CCO)C3)cn2)cc1 (configuration not stated)	-19	0	0.0	-2.0

Structural class, the compounds so far containing a carbonyl joined to an NH by a bond outside any ring
SMILES	TEAD-YAP inh	MITF primary	FBW7 act	GPR151 activ
CCOC(=O)c1ccc(-c2ccc(/C=C(\C#N)C(=O)Nc3ccccc3C(=O)O)o2)cc1	5	-9	-0.2	2.1
COC(=O)C(Cc1ccc(F)cc1)NC(C)=O (configuration not stated)	-3	-2	0.1	1.2
Cc1ccccc1NC(=O)c1ccccc1C(=O)O	2	7	0.6	0.2
COc1ccccc1CNC(=O)c1csc2c1CCCC2	-10	11	0.2	-0.9

The listing picks up, repeating the 2 entries before the break.
SMILES	TEAD-YAP inh	MITF primary	FBW7 act	GPR151 activ
COc1ccccc1CNC(=O)c1csc2c1CCCC2	-10	11	0.2	-0.9
COc1ccc(-c2ncc(CN3CCN(CC(C)C)C(CCO)C3)cn2)cc1 (configuration not stated)	-19	0	0.0	-2.0
Cc1cc(Br)ccc1N1C(=O)NC(=O)/C(=C\c2cc(C)n(C)c2C)C1=O	-7	7	-0.1	-1.2
Cc1nn(-c2ccccc2)c2sc(C(=O)Nc3ccc(Br)cc3)cc12	5	2	0.0	0.4
COc1ccc(Cl)cc1NC(=S)N(CCCN1CCCC1)Cc1cccs1	6	10	0.0	-0.4
CC(=O)c1cccc(NC(=O)c2ncoc2-c2cccc(Cl)c2)c1	3	6	0.1	-0.2
CC(C)N(CCC#N)S(=O)(=O)c1ccc(-c2ccc([N+](=O)[O-])cc2)cc1	-4	5	-0.1	-0.6
CC(=O)Nc1nc2c(C)cc([N+](=O)[O-])cc2s1	14	1	0.0	1.7
CC(=O)Nc1nc(C)c(-c2csc(Nc3ccc([N+](=O)[O-])cc3)n2)s1	-3	8	0.2	0.3
COc1ccc(C2CN3CCSC3=N2)cc1 (configuration not stated)	-5	-6	0.1	-1.5
COc1ccc([C@@H](C)NCc2c(C(=O)N3CCCCCC3)nc3cc(C)ccn23)cc1	5	-1	0.0	0.3
CCOC(=O)c1sc2nc3c(c(-c4ccco4)c2c1N)CCC3	-4	-11	0.2	1.3
CSc1ccccc1C(=O)Nc1cc(C)nn1C(C)C	-10	4	0.1	-1.4
CC1=Nc2cc(C(=O)N3CCOCC3)ccc2Sc2ccccc21	-4	-15	-0.2	0.2
CCc1ccc(-n2c(SCc3cc(=O)n4ccccc4n3)nc3[nH]ncc3c2=O)cc1	20	-1	-0.3	1.2
COc1ccc(-n2c(=S)[nH]c3cc(C(=O)N4CCCCC4)ccc3c2=O)cc1	0	1	-0.1	0.4
Cc1c(C(=O)N(C)C2CCCCC2)sc2ncn(Cc3ccccc3F)c(=O)c12	7	11	0.1	3.2
Cc1nn(CC(=O)NC2CCC2)c(=O)c2cc3sccc3n12	-1	7	0.0	1.6
CCn1cnc2sc(C(=O)Nc3ccc(C)c(Cl)c3)c(C)c2c1=O	-26	-9	0.0	0.3
Cc1ccc(-c2cn3ccccc3n2)cc1	53*	14	0.0	-8.9
CC(CC(=O)NCc1cccnc1)c1ccccc1 (configuration not stated)	2	-1	0.0	2.5
COc1ccc(NC(=O)CN2C(=O)NC3(CCC(C)CC3)C2=O)c([N+](=O)[O-])c1 (configuration not stated)	3	-5	-0.1	-1.1
COC(=O)C(CO)NC(=O)C(C)NC(=O)C(Cc1ccccc1)NC(=O)OC(C)(C)C (configuration not stated)	1	8	0.2	1.4
CC(=O)Nc1ccc(Nc2nc(NC3CCN(Cc4ccccc4)CC3)nc3c2ncn3Cc2ccc(C(F)(F)F)cc2)cc1	-7	13	0.1	0.1
Cc1cc(C(=O)N2CCCCCC2)ccc1[N+](=O)[O-]	1	12	-0.1	0.1
COc1ccc(-n2nc(C(=O)NCC(=O)Nc3ccc4c(c3)OCCO4)c3ccccc3c2=O)cc1Cl	0	4	0.2	-0.9
COc1cccc2cc(-c3nnc(-c4ccc(Br)cc4)o3)c(=O)oc12	12	-4	0.1	0.6
CN(C)CCN(C(=O)c1nc2ccccc2s1)c1nc2ccccc2s1	-10	1	0.0	0.1
O=C1OC(Nc2ccccc2)c2ccccc21 (configuration not stated)	0	-11	-0.1	-0.7
O=C(Cn1nnc(-c2ccccc2Cl)n1)N/N=C\c1ccc([N+](=O)[O-])cc1	-3	-13	-0.1	2.8
O=C(CCN1CCN(CCC(=O)Nc2cccc(Br)c2)CC1)Nc1cccc(Br)c1	6	0	-0.1	0.8
Cc1ccc(C)c(NC(=O)CSc2ccc3nnc(-c4ccc(F)cc4)n3n2)c1	3	-7	-0.2	-0.5
COC(=O)c1cc(S(=O)(=O)Nc2ccc(Cl)cc2C)cn1C	2	0	0.1	1.0
Cc1ccccc1CN1CCNC(=O)C1CC(=O)O (configuration not stated)	-2	-4	-0.1	0.9
O=C(c1ccc(N2CCCCCC2)c([N+](=O)[O-])c1)N1CCCCC1	-10	11	-0.2	-0.4
COc1ccccc1NC(=O)NNC(=O)CSc1nc2ccccc2s1	2	7	0.1	0.1
CC(C(=O)NC1CCCC1)N(C(=O)c1snc(C(N)=O)c1N)c1ccccc1F (configuration not stated)	3	8	0.1	-1.2
CN(Cc1ccccc1)C(=O)CCC(=O)N(C)Cc1ccccc1	-58	-7	0.0	0.2

4 structures already listed, sorted by molar mass, high to low:
SMILES	TEAD-YAP inh	MITF primary	FBW7 act	GPR151 activ
Cc1ccc(C)c(NC(=O)CSc2ccc3nnc(-c4ccc(F)cc4)n3n2)c1	3	-7	-0.2	-0.5
COc1cccc2cc(-c3nnc(-c4ccc(Br)cc4)o3)c(=O)oc12	12	-4	0.1	0.6
O=C(c1ccc(N2CCCCCC2)c([N+](=O)[O-])c1)N1CCCCC1	-10	11	-0.2	-0.4
O=C1OC(Nc2ccccc2)c2ccccc21 (configuration not stated)	0	-11	-0.1	-0.7

Remaining list, next part.
SMILES	TEAD-YAP inh	MITF primary	FBW7 act	GPR151 activ
O=C(NC1CCC(O)CC1)c1cnc2sccn2c1=O (configuration not stated)	-6	8	-0.1	0.0
Cc1ccc2c(CNCCc3ccco3)c(C(=O)O)n(Cc3ccccc3)c2c1	3	1	-0.1	-1.1
O=C(Cn1c(=O)oc2cc(S(=O)(=O)N3CCCC3)ccc21)Nc1ccc(Cl)cc1	2	0	0.3	-0.1
COc1cc(OC)c(NC(=O)c2ccc(N3CC4CC(C3)c3cccc(=O)n3C4)c(NC(=O)c3ccc(C(C)(C)C)cc3)c2)cc1Cl (configuration not stated)	-1	11	0.2	-0.3
Cc1nn(-c2ccc(I)cc2)c(C)c1-c1cccc([N+](=O)[O-])c1	1	-2	0.0	-0.3
CN(C)c1ccc(C(=O)OCc2ccc([N+](=O)[O-])cc2)cc1	1	11	-0.1	1.2
COC(=O)c1cccc(C(=O)Nc2ccc(F)cc2)n1	5	12	0.1	-5.5
O=C(Nc1cccc2cccnc12)c1ccccc1O	-44	7	0.2	-1.3
CC1CC(C)(C)NC(=S)N1CCC(=O)N1CCc2ccccc2C1 (configuration not stated)	1	13	0.0	0.1
O=[N+]([O-])c1c(Sc2ncnc3nc[nH]c23)cc(Cl)c2nsnc12	-2	12	0.0	-0.5
CN(CC(O)c1ccccc1)C(=O)C1CC(Cc2ccccc2Cl)=NO1 (configuration not stated)	-1	8	0.2	-0.7
CCOc1cc(/C=C2/C(=O)NC(=O)N(C)C2=O)cc(Cl)c1O	-9	-14	-0.4	2.6
O=C(CCc1ccccc1)NC(c1ccc2c(c1)OCO2)c1c(O)ccc2ccccc12 (configuration not stated)	-1	-3	0.0	-0.7
CCSc1ncnc2sc3c(c12)CCC3	11	1	-0.1	-0.1
Nn1c2ccccc2c2ccccc21	-3	31	0.5	-0.9
O=[N+]([O-])c1ccc(CN2CCCCCC2)s1	9	4	-0.2	-0.9
O=C(NC1Cc2ccccc2C1)C1CC(Cc2ccccc2)=NO1 (configuration not stated)	-26	-1	0.1	0.0
O=C(Nc1ccc(F)cc1)C1CCC(N2C(=O)C3C4C=CC(C4)C3C2=O)CC1 (configuration not stated)	6	7	-0.2	-1.3
O=C(CCc1ccccc1)N1CC[C@@H]2[C@H](CCCN2C(=O)c2ccsc2)C1	-3	-6	0.0	-1.2
O=C(NNc1ccc(Br)cc1Br)C(O)(c1ccc(Cl)cc1)c1ccc(Cl)cc1	2	13	0.1	1.4
CCCCC(CC)CNC(=O)CCCCCn1c(=S)[nH]c2cc3c(cc2c1=O)OCO3 (configuration not stated)	5	-7	0.0	0.8
O=C(O)CCCC(=O)Nc1ccc2ccccc2c1	-3	1	0.2	1.0
CC[C@@H](Cn1nnc2ccccc2c1=O)NC(=O)C1CCCC1	9	16	0.3	0.5
Cc1ccc(C(=O)NCc2c(C)ncc3c2CCN(C(=O)c2csc(C)n2)C3)s1	0	-55	0.2	0.0
CC1(C)CC(=O)C2=C(C1)OC1=C(C(=O)CC(C)(C)C1)C2c1ccccc1	1	4	-0.1	-0.1
Cn1nc([N+](=O)[O-])nc1OCc1nc2ccccc2n1C	0	2	-0.3	0.5
Cc1ccc(C)c(C(=O)OCC(=O)C(C)(C)C)c1	-3	-5	-0.2	-0.5
O=C(O)C12CC3CC(C1)CC(n1ncc(NCc4ccco4)c(Cl)c1=O)(C3)C2	8	13	0.1	1.0
COc1ccc(C)cc1NC(=O)C(C)NS(=O)(=O)c1ccc(Cl)cc1 (configuration not stated)	3	2	0.1	1.2
CCOc1cc(NC(=O)C(C)(C)C)c(OCC)cc1NC(=O)c1ccccc1	7	7	-0.1	-1.3
Cc1cc(I)ccc1NC(=O)CCC(=O)N/N=C/c1ccncc1	1	11	-0.1	-0.5
COC(=O)c1cc(C23CC4CC(CC(C4)C2)C3)oc1C	-1	-7	-0.3	-0.1
N#Cc1c(NC(=O)c2cccc(OC(F)(F)C(F)F)c2)sc2c1CCCCC2	-10	-2	0.0	-0.3
Cc1nc2sc(C(c3ccc(Br)cc3)N3CCC(O)CC3)c(O)n2n1 (configuration not stated)	-1	4	0.1	-0.2
CCCCOC(=O)c1cccc(N2C(=O)c3ccc(C(=O)OCC(=O)c4ccccc4)cc3C2=O)c1	6	-3	0.1	-1.6
CCCN(CC(=O)Nc1ccc(C(N)=O)cc1)CC(=O)Nc1ccc(Cl)cc1Cl	-7	13	-0.1	-0.4
NC(=O)c1cc(Nc2ccc(N3CCOCC3)cc2)nc2ccccc12	5	13	0.1	-0.7
c1ccc2c(c1)ccn1c3ccccc3cc21	-28	-13	0.4	1.6
NC(=O)N[C@@H](Cc1c[nH]c2ccccc12)C(=O)OCC(=O)N1CCCCC1	0	3	0.1	1.3
COc1ccc(Nc2cnc(=O)nc3ccccc23)cc1	2	-15	-0.1	-1.9
COCCCNC(=O)Cn1c(=O)n(Cc2ccccc2)c(=O)c2c3c(sc21)CCC3	15	8	0.0	0.6
CCN(C)c1ccc(/C=N\n2nnnc2N)cc1	-7	3	0.0	0.2
Cc1ccc(-n2nc3ccc(NC(=O)c4ccccc4F)cc3n2)cc1	0	15	0.1	-0.9
O=[N+]([O-])c1ccc(N2CCN(S(=O)(=O)c3ccc(Cl)s3)CC2)cc1NC1CC1	3	-8	-0.1	2.9
CC(=O)Oc1ccc(/C(C)=N/N2CCN(Cc3ccc(C)cc3)CC2)cc1	26	14	1.8	1.4
COC(=O)c1sc(S(=O)(=O)NCc2cccs2)c(C(=O)OC)c1C	10	-23	-0.1	0.1
CCCc1nnc(NC(=O)CCN2C(=O)CCC2=O)s1	6	-8	0.0	-1.8
CCc1ccc(-n2c(=S)sc3c(=O)n(-c4ccccc4OC)c(SCC(=O)C(C)(C)C)nc32)cc1	11	10	0.0	-1.2
O=C(CN1C(=O)CCc2ccccc21)NCc1ccco1	-16	-15	-0.1	-1.4
OCCC1CN(Cc2cccn2-c2ccccn2)CCN1CCc1ccccc1 (configuration not stated)	-10	3	-0.1	2.1
O=C(NCCO)c1csc(-c2csc3ccccc23)n1	-9	2	-0.1	-0.9
CC(C)n1nnnc1C(c1ccccc1)N1CCN(c2ccccc2)CC1 (configuration not stated)	-5	6	-0.1	0.3
O=C(NCCCO)C(=O)NCc1ccncc1	0	10	0.1	-1.2
CCCCN(C)C(=O)c1nc2ccccn2c1CN(C)Cc1cc(C)[nH]n1	-5	-5	0.1	0.9

Screening results from PubChem BioAssay.
